PrPC surface inh: cell surface PrPC inhibition, primary TR-FRET screen. AID 720596. TR-FRET read-out. actives 0.43% (n = 370,000). inhibition, % at 13.8 µM; in the data active = inhibition above about 24%; also: 0% = median of the test wells and 100% = reference compound wells
Y pestis TopoI: inhibitors of Yersinia pestis topoisomerase I; Y. pestis Topo-I cleavage product accumulation, plate reader; activity, % at 10 µM; actives 0.064% (n = 360,000); in the data active = activity above about 50%, passing the limit was not always enough; inconclusive = no clear call, values can overlap the other calls; also: inactives centre near 2
FadD28 binding: blocks FadD28 binding to the bisubstrate probe. fluorescence polarization. inhibition, % at 12.5 µM. actives 0.22% (n = 360,000); in the data active = inhibition above about 8.5%, passing the limit was not always enough; inconclusive = no clear call, values can overlap the other calls
CCHF vOTU inh: blocks the CCHF virus ovarian tumor domain protease; inhibition, % at 11.5 µM; actives 0.55% (n = 370,000); CCHFV vOTU protease, Pep-AMC fluorescence; in the data active = inhibition above about 30%; also: 0% = vehicle wells with enzyme and 100% = no enzyme wells
PfHsp40 yeast: restores yeast growth despite PfHsp40 toxicity. S. cerevisiae expressing PfHsp40, growth rescue, ATP luminescence. actives 0.68% (n = 340,000). growth rescue, % at 12.5 µM. AID 504582; in the data active = growth rescue above about 28%, passing the limit was not always enough; inconclusive = no clear call, values can overlap the other calls;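 also: yeast W303a lacking pdr1 and pdr3 grown in galactose medium; growth measured after three days at 30 °C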
TcdB GH inh: blocks C. difficile toxin B glycohydrolase activity. inhibition, % at 9.99 µM. actives 0.24% (n = 350,000). TcdB glycohydrolase enzymatic assay, plate reader. P18177; in the data active = inhibition above about 10%
BoNT-A LC inh2: BoNT A light chain protease inhibition; multiplex microsphere protease substrate cleavage, flow cytometry; inhibition, % at 10 µM; actives 0.17% (n = 360,000); also: plate controls were buffer without enzyme for full effect and enzyme alone for no effect
BoNT-F LC inh: BoNT F light chain protease inhibition. Multiplex microsphere protease cleavage assay, flow cytometry. AID 588497. actives 0.22% (n = 360,000). inhibition, % at 10 µM; in the data active = inhibition above about 35%, passing the limit was not always enough; inconclusive = no clear call, values can overlap the other calls; also: plate controls were buffer without enzyme for full effect and enzyme alone for no effect
Anthrax LF prot: anthrax lethal factor protease inhibition; inhibition, % at 10 µM; multiplex microsphere protease cleavage assay, LF; actives 0.12% (n = 360,000); AID 588501; also: plate controls were buffer without enzyme for full effect and enzyme alone for no effect
Target sequence (P15917 whole entry, looked up): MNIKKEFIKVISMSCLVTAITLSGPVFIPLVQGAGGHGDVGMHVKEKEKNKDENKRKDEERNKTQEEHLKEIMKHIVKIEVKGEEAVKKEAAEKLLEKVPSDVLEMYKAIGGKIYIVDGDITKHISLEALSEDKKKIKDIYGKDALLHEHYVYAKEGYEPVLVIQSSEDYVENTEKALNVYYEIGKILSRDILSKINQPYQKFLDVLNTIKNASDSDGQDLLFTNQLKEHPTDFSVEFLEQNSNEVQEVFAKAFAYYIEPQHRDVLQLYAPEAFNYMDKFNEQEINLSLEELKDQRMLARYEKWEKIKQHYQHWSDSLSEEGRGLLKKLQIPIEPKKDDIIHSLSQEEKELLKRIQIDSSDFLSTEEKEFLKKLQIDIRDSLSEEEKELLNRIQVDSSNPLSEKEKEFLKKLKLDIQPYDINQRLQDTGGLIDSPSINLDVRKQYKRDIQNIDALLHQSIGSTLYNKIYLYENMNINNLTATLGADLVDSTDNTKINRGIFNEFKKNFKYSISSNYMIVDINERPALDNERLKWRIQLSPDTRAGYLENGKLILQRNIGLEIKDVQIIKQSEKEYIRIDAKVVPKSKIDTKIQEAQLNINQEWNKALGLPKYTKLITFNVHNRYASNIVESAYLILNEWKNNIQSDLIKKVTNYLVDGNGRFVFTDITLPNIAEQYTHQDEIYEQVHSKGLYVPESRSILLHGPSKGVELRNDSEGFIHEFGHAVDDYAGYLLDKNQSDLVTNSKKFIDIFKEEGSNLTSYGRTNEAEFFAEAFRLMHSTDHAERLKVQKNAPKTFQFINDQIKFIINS
* hit, by the source's call; ? = inconclusive; . = no result given; & = joins results of further samples. Rule as the data show it, unless noted: active = inhibition above about 30%; inconclusive = no clear call, values can overlap the other calls; inactive = below that.

Every second line gives: PrPC surface inh	Y pestis TopoI	FadD28 binding	CCHF vOTU inh	PfHsp40 yeast	TcdB GH inh	BoNT-A LC inh2	BoNT-F LC inh	Anthrax LF prot
> COc1ccc(NC(=O)CN2CCN(CC(=O)Nc3ccccc3Cl)CC2)cc1Cl
→ -8	24	-1.6	6	0.9	.	-1.1	-13	-5
> Cc1nc2ccccn2c1C(=O)N/N=C/c1cc(C)n(-c2ccc(Br)cc2)c1C
→ 10	15	-1.9	2	-1.1	.	-4.0	-8	-6
> CCn1c2c(c3cc(C(=O)O)ccc31)CCCC2=O
→ -1	0	-3.3	5	-1.1	.	-0.1	-10	-2
> S=c1[nH]c2nc(Cl)c(Cl)nc2[nH]1
→ -1	7	0.7	20	.	3.6	-1.3	-24	-17
> C[C@H](N)C(=O)N1CCC(C(=O)N[C@@H](Cc2ccccc2)C(=O)Nc2ccc(F)cc2)CC1
→ 11	-7	-1.4	-4	0.4	1.0	0.1	-17	-1
> Fc1ccccc1N1CCN(CCCNc2ccc3nncn3n2)CC1
→ -6	-2	-1.0	-5	-0.1	0.7	-1.1	-11	2
> NC(=O)C[N+]1(CC#CC(O)(c2ccccc2)c2ccccc2)CCCC1
→ 8	-1	0.0	5	0.6	1.2	-0.8	2	-9
> OCC[C@@H]1C[C@H](O)[C@@H](O)[C@]2(OCc3cc(Cl)ccc32)O1
→ 5	.	0.9	-2	.	0.1	-0.8	-3	-3
> COc1cccc(NC(=O)c2cnc(SCC(=O)NCc3ccc4c(c3)OCO4)n(C)c2=O)c1
→ 2	12	0.4	5	-2.1	0.0	0.5	1	1
> OCCc1c[nH]c2cc(F)ccc12
→ 3	-5	2.5	3	-1.3	0.8	0.0	3	1
> O=C(Nc1cccc(C(F)(F)F)c1)c1csc([C@@H]2C[C@H](O)[C@@H](CO)O2)n1
→ 1	-6	-2.6	-1	.	-2.3	-0.4	-2	-1
> O=C(O)CSc1nnc(-c2ccc3c(c2)OCO3)n1-c1ccccc1
→ 9	12	1.0	-3	0.5	-2.7	0.8	0	0
> C#C[C@]1(O)CCC2C3C(CC[C@@]21C)[C@@]1(C)CC[C@@H](O)CC1=C[C@H]3O (stereo partly drawn)
→ 6	2	-3.4	-9	-1.1	0.6	-0.1	1	1
> OC(COc1ccccc1)CN1CCN(Cc2ccc3c(c2)OCO3)CC1 (stereo not drawn)
→ -5	10	-0.3	-10	0.2	0.1	-1.7	-5	-2
> CCS(=O)(=O)N1Cc2ccccc2CC1C(=O)Nc1ccc(F)c(F)c1 (stereo not drawn)
→ 7	1	-4.6	17	-0.7	2.3	-1.1	-9	-1
> O=C(c1ccccc1)N1CCN(c2ncccn2)CC1
→ 7	-2	-0.2	-12	0.7	-0.1	4.0	?	-1
> c1ccc(Cn2nnnc2C(c2cccs2)N2CCc3ccccc3C2)cc1 (stereo not drawn)
→ .	39	-2.6	.	0.7	.	-4.1	-25	-4
> Cc1oc(-c2ccccc2F)nc1CS(=O)(=O)CC(=O)N1CCOCC1
→ 4	-7	-1.3	-1	0.5	1.2	-0.3	-7	6
> COCCNC(=O)C(c1ccc(C)o1)N(CC1CCCO1)C(=O)Cn1nnc2ccccc21 (stereo not drawn)
→ -7	6	-3.5	7	-0.2	.	0.0	-4	0
> O=c1c2ccccc2nc(-c2ccccc2)n1-c1ccccc1O
→ -6	-19	-4.8	-7	0.1	1.6	-6.2	?	-4
> CCc1sc(/C=C(/C#N)C(N)=S)cc1[N+](=O)[O-]
→ -3	-19	18*	2	5.2	-0.1	0.1	-6	-4
> Cc1ccc(N2C(=O)CCC2(C(N)=O)c2ccccc2)cc1 (stereo not drawn)
→ 3	-2	-1.8	-4	-0.3	-1.4	-0.1	-2	-3
> COc1ccccc1S(=O)(=O)N(C)C[C@H]1Oc2cc(Br)ccc2S(=O)(=O)N([C@@H](C)CO)C[C@H]1C
→ 2	15	-4.9	-4	.	0.2&1.2	-0.3	-2	4
> CCCn1nnc(NC(=O)c2ccccc2Br)n1
→ 1	1	-2.3	12	1.8	.	-1.4	-18	-2
> CCCC(NC(=O)CCc1c(C)c2cc3c4c(oc3c(C)c2oc1=O)CCCC4)C(=O)O (stereo not drawn)
→ 7	22	-4.6	-13	-0.2	0.4	1.6	19	3
> Cn1cnnc1SCC(=O)NN1C(=O)NC(C)(c2ccccc2)C1=O (stereo not drawn)
→ -3	1	-3.4	12	-1.1	1.3	0.5	-6	0
> Cc1ccc(NC(=O)C2(C)CCN2C(=O)C2(c3ccc(Cl)cc3)CC2)cc1 (stereo not drawn)
→ -3	20	-2.9	4	.	-0.1	-0.2	0	1
> CN(C)/C=C/C(=O)c1ccc2noc(-c3ccccc3)c2c1
→ 3	14	-3.9	10	-1.0	0.2	-0.8	-7	-9
> COc1ccc(NC(=O)CCCOc2ccc(Cl)c(C)c2)cc1S(=O)(=O)N1CCOCC1
→ 9	-8	-0.5	-1	-0.6	1.3	0.0	1	1
> COc1ccccc1NC(=O)CN1C(=O)COc2ccc(S(=O)(=O)N3CCC(C)CC3)cc21
→ 1	14	-4.1	13	-0.5	-0.9	0.4	0	4
> Cc1cc(/C=C2\NC(=O)NC2=O)c(C)n1-c1cccnc1
→ -6	3	-3.0	7	.	-1.3	.	.	.
> COC(=O)[C@@]1(Cc2ccccc2)[C@H]2C(=O)N(Cc3ccccc3)C(=O)[C@H]2[C@H]2CN=C(SC)N21
→ -6	33	-2.8	-3	-1.6	0.5	-0.4	1	-4
> CSc1oc(-c2ccccc2)nc1S(=O)(=O)c1ccc(C)cc1
→ -4	28	-4.5	-4	0.3	.	0.1	8	1
> Cc1ccc(-n2nnnc2-c2ccccc2)cc1
→ 5	4	-1.9	4	2.6	-1.6	0.1	-3	-3
> C=CCn1c(SCC(=O)Nc2sccc2C(N)=O)nc2sc(C)c(C)c2c1=O
→ -2	-2	-2.9	0	-1.3	.	-1.2	-9	-6
> CC1(C)S/C(=N/N=C/c2ccco2)NC1=O
→ 3	-1	-3.2	6	-0.5	.	-2.4	-21	-6
> COc1cc(-c2cc(C(=O)Nc3ccc(S(N)(=O)=O)cc3)c3ccccc3n2)cc(OC)c1OC
→ -11	2	-4.8	16	0.0	2.3	0.8	3	2
> COc1ccc2c(c1)c[n+](C)c1c3cc(OC)c(OC)cc3ccc21
→ -24	.	.	-4	.	1.5	11	7	14
> CCCOCC(O)CC(CC)C(=O)NNC(=S)Nc1ccccc1 (stereo not drawn)
→ 0	-5	-0.2	9	.	1.9	0.7	3	-11
> COc1cc(-c2ccc3oc(-c4cccc(C)c4)c(C#CC4(O)CCCCC4)c3c2)cc(OC)c1OC
→ -5	14	-1.9	-14	-0.8	0.7	0.7	6	-6
> CN1CCN(C(=O)/C(=C\c2ccccc2)c2ccccc2)CC1
→ -5	4	-1.3	12	0.9	.	0.2	4	-3
> O=C(Nc1ccccc1-c1nnn(CC(=O)N2CCCc3ccccc32)n1)c1ccco1
→ 1	11	-0.5	-1	0.9	.	0.7	19	-1
> COCC(C)N1CCC(Oc2ccc(C(=O)N3CCCC3)cc2)CC1 (stereo not drawn)
→ 1	-6	-2.4	-5	-0.9	-0.8	-0.2	2	0
> CN(CCCn1c(=S)[nH]c2ncccc2c1=O)Cc1ccccc1
→ -7	9	0.2	6	0.4	.	-0.3	-2	-11
> CCOc1ccc(S(=O)(=O)N(C)C)cc1-c1nc2c(C(C)(C)C)nn(C)c2c(=O)[nH]1
→ -1	-13	1.5	16	-0.2	.	2.6	24	1

In another format: entries from further up
CCCn1nnc(NC(=O)c2ccccc2Br)n1
  PrPC surface inh = 1 | Y pestis TopoI = 1 | FadD28 binding = -2.3 | CCHF vOTU inh = 12 | PfHsp40 yeast = 1.8 | TcdB GH inh = . | BoNT-A LC inh2 = -1.4 | BoNT-F LC inh = -18 | Anthrax LF prot = -2
CCCC(NC(=O)CCc1c(C)c2cc3c4c(oc3c(C)c2oc1=O)CCCC4)C(=O)O (stereo not drawn)
  PrPC surface inh = 7 | Y pestis TopoI = 22 | FadD28 binding = -4.6 | CCHF vOTU inh = -13 | PfHsp40 yeast = -0.2 | TcdB GH inh = 0.4 | BoNT-A LC inh2 = 1.6 | BoNT-F LC inh = 19 | Anthrax LF prot = 3

(listing goes on)
Every second line gives: PrPC surface inh	Y pestis TopoI	FadD28 binding	CCHF vOTU inh	PfHsp40 yeast	TcdB GH inh	BoNT-A LC inh2	BoNT-F LC inh	Anthrax LF prot
> CCCn1c(N)c(N2CCCCC2)c(=O)n(CC(=O)Nc2ccccc2C(F)(F)F)c1=O
→ 1	1	-3.8	-10	0.1	-1.5	-0.1	-7	1
> CCCn1nnnc1NCc1cccc(Cl)c1
→ 6	1	-0.8	-2	-0.2	3.5	-1.8	12	6
> COC(=O)C1=C(c2ccc(OC)c(OC)c2)C[C@@H]2CC[C@H]1N2C(=O)NC1CC1
→ 3	-6	0.9	-8	0.2	-3.6	-0.2	-4	9
> CCS(=O)(=O)c1ccc(O)c(NC(=O)NC2CCCCC2)c1
→ 6	-2	0.0	0	-0.5	3.2	0.3	-5	6
> Cn1cnnc1Sc1ccc(C(=O)NCCC(c2ccccc2)c2ccccc2)cc1[N+](=O)[O-]
→ -7	27	-2.6	24	0.5	-1.9	-0.3	0	2
> CCN(CC)P(=O)(Nc1ccccc1Br)c1ccc(N(C)C)cc1NC(=O)c1ccco1 (stereo not drawn)
→ 0	6	0.2	1	-1.0	0.5	-1.8	-3	-4
> Cc1cccc(-c2ccc3c(c2)C2CC3CCN2C)c1 (stereo not drawn)
→ -6	6	0.1	-9	-1.6	2.0	-0.2	9	-2
> COc1ccc(CNC(=O)CSc2ncnc3nc[nH]c23)cc1
→ 6	-1	-3.0	-5	-0.4	.	0.8	2	-1
> O=C(Nc1ncccn1)c1cccc(Cl)c1
→ 2	1	-1.7	-3	.	0.2	.	.	.
> CCOc1ccc2c(c1)nc(SCC(=O)c1ccc(Br)s1)n2C
→ 7	14	-1.8	9	-0.3	.	1.9	-1	1
> CCC(=O)N1CCc2cc(S(=O)(=O)N3CCN(c4ccccc4)CC3)ccc21
→ 5	10	0.2	5	-0.9	-2.3	0.0	1	0
> O=C(NC(=S)N1CCN(c2ccc(C(F)(F)F)cc2[N+](=O)[O-])CC1)c1cccs1
→ -2	-4	1.8	10	122*	.	0.2	12	-2
> Brc1ccccc1C1Nc2cccc3cccc(c23)N1
→ -15	-15	0.1	-3	2.6	1.5	0.8	-15	-7
> CC[C@]12c3[nH]c4cc(-c5ccco5)ccc4c3CCN1C(=O)[C@@H](CC(=O)NCCCOC)C[C@@H]2C(=O)N1CCN(C(=O)c2ccco2)CC1
→ 3	24	-1.7	-57	1.5	1.0	0.3	-7	-4
> Cc1ccc(-c2nn(CC(=O)Nc3ccc4c(c3)nc3n4CCOC3)c(=O)c3ccccc23)cc1
→ 1	33	1.1	-7	0.4	.	0.1	3	-1
> O=C(NCc1ccc2c(c1)OCO2)C1CC(c2ccc(Cl)cc2)=NO1 (stereo not drawn)
→ 0	11	-3.4	15	0.7	.	1.8	?	6
> O=C(CSc1n[nH]c(-c2ccc(S(=O)(=O)NC3CCCCC3)cc2)n1)N1CCCC1
→ 0	7	-1.7	-15	1.5	.	0.3	1	1
> CN(C)c1ccc(N2CC(C)(C)C2=O)cc1
→ -5	-5	-0.1	4	0.4	-4.8	-0.8	-2	2
> O=C(O)c1cc(-c2ccccc2)c(N2CCOCC2)s1
→ 3	-7	0.7	10	-1.2	.	84*	21	69*
> Cc1nn(CC(=O)NCCCN2C(C)CCCC2C)c(=O)c2cc3occc3n12 (stereo not drawn)
→ -7	3	-3.2	4	-0.4	1.2	1.7	4	-3
> Cc1ccc(NC(=S)N(CCN(C)C)C(C)c2ccco2)cc1Cl (stereo not drawn)
→ -7	10	-3.5	15	-0.1	0.3	-0.2	2	-6
> CCn1c(=O)n(CCOC)c(=O)c2c3c(sc21)CCCC3
→ -2	-4	0.0	1	0.2	.	-0.1	7	0
> CCCCc1ccc(NC(=O)C(=O)NCCN2CCN(Cc3ccc([N+](=O)[O-])cc3)CC2)cc1
→ -9	6	-5.1	5	0.0	0.1	0.0	-3	-6
> Cc1cc(C(=O)N2CCN(c3ncccc3C#N)CC2)no1
→ -4	5	-4.0	-15	-0.8	0.4	?	?	-7
> O=C(NCC(=O)N(c1cccc(F)c1)C(C(=O)NCC1CCCO1)c1ccccc1)c1ccco1 (stereo not drawn)
→ 7	-5	-2.1	10	0.0	.	-0.4	-6	-6
> O=C(NCC(O)c1ccc([N+](=O)[O-])cc1)C1=COCCO1 (stereo not drawn)
→ -1	0	-1.2	1	-0.7	-0.5	-1.6	-9	0

Bioassay records (PubChem)

Not a hit list; overall some 2.3% were active at least once.
